TRPV1 agonist – activates the human vanilloid receptor TRPV1; TRPV1-expressing cells, Fluo-8 calcium influx, agonist mode; activation, % at 8.33 µM; actives 0.19% (n = 320,000); in the data active means activation above about 80%; inconclusive means between about 30% and that limit; further: 0% is about no effect
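TRPV1-expressing cells were cultured overnight at 35.5C and loaded with Fluo-8 calcium dye for 40 to 90 min at room temperature. After a 10 s baseline, compound was added and calcium influx was read kinetically for 3 min (ex 480/em 520 nm).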
KCNH2 3.1 block – KCNH2 3.1 (human) potassium channel inhibition; actives 0.95% (n = 340,000); activity change, % (tested at about 1.8 µM); U2OS KCNH2 3.1, thallium flux FluxOr; stronger effect = lower value; AID 720553;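 active means maximum activity change below -70%; inconclusive means maximum activity change from -70% to -50%; inactive means maximum activity change above -50%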;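 further: thallium influx rate constant from kinetic fluorescence after stimulation buffer; on the % scale 0 is the no-effect control and ±100 the full control effect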
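FluxOr-based Tl+ influx in U2OS cells transduced with KCNH2 3.1 virus; rate constants normalized to DMSO controls.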
AT treatment – potential ataxia-telangiectasia treatments restoring KAP-1 phosphorylation; actives 0.19% (n = 320,000); AID 485349; […] A-T fibroblasts, KAP-1 phosphorylation AlphaLISA; neocarzinostatin DNA damage 30 min before lysis; Potency, µM (series often up to 57.5 µM), for the others: top-dose activation, most hits filed as activators; further: potency means the concentration at half of the fitted maximal effect; % of control where 0% means no effect; nearly all actives have a fitted effect of over 45% in size
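hTERT-immortalized A-T patient fibroblasts ([…]), 500 cells/well in OPTI-MEM, 1% FBS, got compounds for 60 min, then NCS for 30 min at 37C. Lysates were then assayed for phospho-KAP-1 by AlphaLISA (anti-pKAP1 donor, anti-KAP1 acceptor beads), 6 hr at 25C.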
ASM inhibitor – inhibitors of human secretory acid sphingomyelinase; Potency, µM (top dose mostly 57.5 µM), without a hit: at the top dose activity change, negative = inhibition, hits mostly inhibitors; AID 504937; actives 0.006% (n = 340,000); P17405; placental ASM, HMU-PC fluorogenic substrate, 60 min; further: potency means the concentration at half of the fitted maximal effect
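Fluorogenic HMU-PC substrate (9 uM final) is turned over by placental ASM in 60 min at 37 C after a 10 min compound preincubation. Reaction ended by alkaline stop (pH 10), with fluorescence read at 386/447 nm.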
Integrin act MD – activates integrin-mediated alleviation for muscular dystrophy; alpha7betagal myoblasts, beta-gal FDG fluorescence, 48 h; Potency, µM (series often up to 38.3 µM), without a hit: top-dose activation, most hits filed as activators; actives 0.064% (n = 350,000); AID 624291;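 further: potency means the concentration at half of the fitted maximal effect; 100% = response of the positive control SU9516; nearly all actives have a fitted effect of over 60% in size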
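Alpha7betagal+/- myoblasts (passage 13) were plated 16-24 hr, then exposed to compounds (1:260 dilution of DMSO stock) for 48 hours at 37C. After MPER lysis, β-galactosidase reporter activity was read as FDG fluorescence (ex 480/em 540) after 30 minutes.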
hERG WT inh – KCNH2 (human, wildtype) channel inhibition. Q12809. U2OS, BacMam KCNH2, thallium flux FluxOr; stronger effect = lower value. activity change, % at 1.84 µM. actives 0.37% (n = 340,000). AID 720551;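 active means maximum activity change below -70%; inconclusive means maximum activity change between -70% and -50%; inactive means maximum activity change above -50%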; further: on the % scale 0 is the no-effect control and ±100 the full control effect
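U2OS cells were transduced with wild-type KCNH2 virus (2.03 x 10^8 / mL) for 4 h at room temperature, then cultured overnight at 37 C. Thallium flux was read with FluxOr dye. Rate constants were normalized to DMSO controls.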
GALK inh – blocks human galactokinase activity; Purified GALK, Kinase-Glo residual ATP luminescence; P51570; Potency, µM (highest dose often 57.5 µM), for inactives: top-dose activity change, negative = inhibition, actives largely listed as inhibitors; actives 0.007% (n = 270,000); AID 1868; further: potency means the concentration at half of the fitted maximal effect; on the % scale 0 is the no-effect control and ±100 the full control effect
Target sequence (P51570 whole entry, looked up): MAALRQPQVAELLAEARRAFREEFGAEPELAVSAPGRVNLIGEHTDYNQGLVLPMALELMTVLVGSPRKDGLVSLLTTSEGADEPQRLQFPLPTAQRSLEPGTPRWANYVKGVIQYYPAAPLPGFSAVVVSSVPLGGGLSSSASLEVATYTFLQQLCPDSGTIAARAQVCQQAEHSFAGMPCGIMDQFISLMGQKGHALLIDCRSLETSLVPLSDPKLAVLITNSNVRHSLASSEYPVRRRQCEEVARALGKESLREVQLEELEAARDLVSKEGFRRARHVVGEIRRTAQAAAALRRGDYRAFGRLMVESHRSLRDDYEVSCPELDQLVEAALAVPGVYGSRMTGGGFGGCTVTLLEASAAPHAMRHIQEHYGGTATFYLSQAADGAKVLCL
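GALK at 5 nM final was combined with compound, 35 uM ATP and 100 uM galactose in HEPES pH8.0 with MgCl2 and DTT. The reaction ran one hour at room temperature before luminescent ATP detection.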
MBNL1 CUG block – MBNL1-poly(CUG) RNA binding inhibition; Q9NR56; TR-FRET MBNL1-His/biotin-(CUG)12 binding, 665/545 ratio; Potency, µM (top dose mostly 57.5 µM), for inactives: at the top dose activity change, negative = inhibition, actives largely listed as inhibitors; actives 0.036% (n = 280,000); active means well fitted inhibition curve with a large enough effect in the signal ratio, with a control signal flat, not every such curve was filed as active; inconclusive means small, poorly fitted or top-dose-only effect, or effect the other way, or a change in a side signal; inactive means no such curve, though single readings can be large or run the other way; the % refers to the signal ratio; further: potency means the concentration at half of the fitted maximal effect; on the % scale 0 is the no-effect control and ±100 the full control effect
Target sequence (Q9NR56 whole entry, looked up): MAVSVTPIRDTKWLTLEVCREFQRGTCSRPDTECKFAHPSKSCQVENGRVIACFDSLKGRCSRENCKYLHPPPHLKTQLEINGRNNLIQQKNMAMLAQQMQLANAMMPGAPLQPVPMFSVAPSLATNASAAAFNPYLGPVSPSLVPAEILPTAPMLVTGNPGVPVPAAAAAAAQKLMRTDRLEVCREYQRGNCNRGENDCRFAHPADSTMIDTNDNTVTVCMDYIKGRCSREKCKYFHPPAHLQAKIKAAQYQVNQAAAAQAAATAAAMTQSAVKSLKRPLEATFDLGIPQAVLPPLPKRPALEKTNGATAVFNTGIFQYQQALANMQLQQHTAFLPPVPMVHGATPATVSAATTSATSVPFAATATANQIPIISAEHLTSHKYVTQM
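His-tagged MBNL1 binding to biotinylated (CUG)12 RNA was measured by TR-FRET using terbium anti-His antibody (0.055 ng/ul final) and streptavidin-XL665 (5 nM final). Compounds were titrated 92 nM to 58 uM; 60 min at room temperature.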
FBPA coupling cs – inhibits coupling enzyme system, counter-screen for aldolase hits | coupling enzyme system counterscreen, AmpLite Red fluorescence | activity change, negative = inhibition, % at 58.2 µM, hits read low | actives 0.67% (n = 290,000); in the data active means activity change below about -30%; further: on the % scale 0 is the no-effect control and ±100 the full control effect
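Coupling enzymes only (glyceraldehyde-3-phosphate) + compound, at 57.5 uM final, 10 min RT; add substrate/coupling/AmpLite Red mix, 20 min RT; fluorescence ex 525/em 598 nm. Actives flag coupling-system interference.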
MLL CXXC-DNA inh – MLL CXXC-DNA interaction inhibition. Q03164. Potency, µM (series often up to 115 µM), for the others: at the highest dose activity change, negative = inhibition, usual class: inhibitors. actives 0.037% (n = 290,000). AID 2662. MLL-CXXC / FITC-HOXA9 DNA fluorescence polarization; active means well fitted inhibition curve with a large enough effect in the polarisation, with a control signal flat, not every such curve was filed as active; inconclusive means small, poorly fitted or top-dose-only effect, or effect the other way, or a change in a side signal; inactive means no such curve, though single readings can be large or run the other way; the % refers to the polarisation; further: potency means the concentration at half of the fitted maximal effect
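Purified MLL-CXXC (added from a 7 uM solution) was preincubated 5 min at ambient with pinned compounds in 50 mM Tris-HCl pH 7.5, 50 mM NaCl, 1 mM DTT, 0.05% BSA. Fluorescein-labeled HOX-A9 DNA (50 nM solution) followed, 30 min, then polarization read.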
Numbers without * were called inactive; [ ] = dose if it differs, or a comment. Unless noted, the call rests on the fitted dose curve; in most records, active means well fitted curve in the direction sought with a large enough effect; inconclusive means small, poorly fitted or top-dose-only effect, or another doubt; inactive means no such curve, though single readings can be large; an effect the other way counts as inactive or inconclusive.

For CC(C)OC(=O)C1C(=O)CC(C)(O)C(C(=O)OC(C)C)C1c1cccnc1 (configuration not stated) the results were TRPV1 agonist -1, KCNH2 3.1 block 4, AT treatment 1%, ASM inhibitor 0%, Integrin act MD 14%, hERG WT inh 2, GALK inh 0%, MBNL1 CUG block 0%, FBPA coupling cs 4 and MLL CXXC-DNA inh -4%.
`CCN(CC)c1ccc(/C=N/Nc2nc(C)cc(=O)[nH]2)cc1` gave TRPV1 agonist 0, KCNH2 3.1 block -5, AT treatment -10%, ASM inhibitor 291%[activator], Integrin act MD 2%, hERG WT inh -6, GALK inh -1%, MBNL1 CUG block inconclusive, FBPA coupling cs -2 and MLL CXXC-DNA inh -6%.
For CCC1(CC)C(=O)C2=C3C1[C@H](C(=O)OC)CC(C(=O)OC)C[C@H]3n1c(=O)n(C)c(=O)n1[C@H]2C (some centres not stated) the results were KCNH2 3.1 block 19, ASM inhibitor 9%, Integrin act MD -3%, hERG WT inh 5 and FBPA coupling cs -4.
`Cc1sc2nc(SCC(=O)N3CCCC3)[nH]c(=O)c2c1C` gave TRPV1 agonist -1, KCNH2 3.1 block 29, AT treatment 3%, ASM inhibitor 15%, Integrin act MD -22%, hERG WT inh 8, GALK inh 0%, MBNL1 CUG block -10%, FBPA coupling cs -3 and MLL CXXC-DNA inh -17%.
CC(Sc1nc2ccccc2s1)C(=O)Nc1nnc(C(C)C)s1 (configuration not stated) was read as TRPV1 agonist 26, KCNH2 3.1 block 13, AT treatment -17%, ASM inhibitor -3%, Integrin act MD 1%, hERG WT inh -19, GALK inh 1%, MBNL1 CUG block -8%, FBPA coupling cs 9 and MLL CXXC-DNA inh -4%.
`Cc1ccc(C)c(CN2CCC(CNC(=O)Nc3ccc(Br)cc3F)CC2)c1` gave TRPV1 agonist 1, KCNH2 3.1 block -71*, AT treatment -11%, ASM inhibitor -3%, Integrin act MD -57%[inhibitor], hERG WT inh -19, MBNL1 CUG block -5%, FBPA coupling cs 1 and MLL CXXC-DNA inh 23%.
CC(C)c1ccc(N(CC(=O)NC(C)(C)C)C(=O)CCC(=O)Nc2nccs2)cc1 was read as TRPV1 agonist 6, KCNH2 3.1 block 1, AT treatment 3%, ASM inhibitor 0%, Integrin act MD -23%, hERG WT inh -2, GALK inh -3%, MBNL1 CUG block -2%, FBPA coupling cs 0 and MLL CXXC-DNA inh 2%.
For Cc1ccc(N2C(=O)C3C4C=CC(C4)C3C2=O)cc1 (configuration not stated) the results were TRPV1 agonist 1, KCNH2 3.1 block -10, AT treatment 6%, ASM inhibitor 3%, Integrin act MD -16%, hERG WT inh -15, GALK inh -6%, MBNL1 CUG block 10%, FBPA coupling cs 2 and MLL CXXC-DNA inh -13%.
`O=C(NCCc1ccc(Cl)cc1)c1ccc(=O)[nH]c1` gave TRPV1 agonist -1, KCNH2 3.1 block 9, AT treatment 1%, ASM inhibitor -3%, Integrin act MD 2%, hERG WT inh -1, GALK inh -1%, MBNL1 CUG block 5%, FBPA coupling cs -3 and MLL CXXC-DNA inh -1%.
For CCCc1cc(=O)[nH]c(SCc2cccnc2)n1 the results were TRPV1 agonist 3, KCNH2 3.1 block 6, AT treatment 10%, ASM inhibitor 1%, Integrin act MD 2%, hERG WT inh -3, GALK inh -2%, MBNL1 CUG block -20%, FBPA coupling cs -5 and MLL CXXC-DNA inh -4%.
For COCCNC(=O)C1CCN(C(=O)C2CC(=O)N(c3ccc(C)cc3)C2)CC1 (configuration not stated) the results were TRPV1 agonist -1, KCNH2 3.1 block 3, AT treatment 4%, ASM inhibitor 1%, Integrin act MD -68%[inhibitor], hERG WT inh 15, GALK inh 17%, MBNL1 CUG block -8%, FBPA coupling cs 6 and MLL CXXC-DNA inh 0%.
CCCCCNC(=O)CCCCn1c(=O)[nH]c2cc(OCC)c(OCC)cc2c1=O was read as TRPV1 agonist 1, KCNH2 3.1 block 0, AT treatment 0%, ASM inhibitor -4%, Integrin act MD -17%, hERG WT inh -6, GALK inh -1%, MBNL1 CUG block 9%, FBPA coupling cs -2 and MLL CXXC-DNA inh 0%.
For CC(=O)c1ccc(NC(=O)c2cccs2)cc1 the results were TRPV1 agonist inconclusive, KCNH2 3.1 block -5, ASM inhibitor 0%, Integrin act MD -10%, hERG WT inh -3, GALK inh 0%, MBNL1 CUG block -1%, FBPA coupling cs 0 and MLL CXXC-DNA inh 7%.
For O=C(COc1cccc2ccccc12)Nc1nc2ccccc2[nH]1 the results were TRPV1 agonist -1, KCNH2 3.1 block -2, AT treatment 0%, ASM inhibitor -18%, Integrin act MD -21%, hERG WT inh -4, GALK inh -1%, MBNL1 CUG block 1%, FBPA coupling cs -3 and MLL CXXC-DNA inh -10%.
For O=C(c1ccccc1)N1CCN(Cc2c[nH]c3ccccc23)CC1 the results were TRPV1 agonist 3, KCNH2 3.1 block -24, AT treatment -2%, ASM inhibitor 2%, Integrin act MD -2%, hERG WT inh 17, GALK inh 0%, MBNL1 CUG block -3%, FBPA coupling cs -1 and MLL CXXC-DNA inh 12%.
For CC(Oc1ccc2c3c(c(=O)oc2c1)CCC3)C(=O)NCCCn1ccnc1 (configuration not stated) the results were TRPV1 agonist -3, KCNH2 3.1 block -11, AT treatment 0%, ASM inhibitor 5%, Integrin act MD 4%, hERG WT inh 0, GALK inh -2%, MBNL1 CUG block 4% and MLL CXXC-DNA inh -3%.
Screening CCOC(=O)C1(CCOc2ccccc2)CCN(Cc2cc(OC)ccc2OC)CC1 returned TRPV1 agonist 4, KCNH2 3.1 block -88*, AT treatment 3%, ASM inhibitor 10%, Integrin act MD -59%[inhibitor], hERG WT inh -80*, GALK inh 3%, MBNL1 CUG block -6%, FBPA coupling cs 2 and MLL CXXC-DNA inh 0%.
For Cc1cccc(Cn2cnc3c(N)c(C)c(C)cc32)c1 the results were TRPV1 agonist 0, KCNH2 3.1 block 13, AT treatment -7%, ASM inhibitor -2%, Integrin act MD 24%, hERG WT inh -4, GALK inh 0%, MBNL1 CUG block 0%, FBPA coupling cs -1 and MLL CXXC-DNA inh 1%.
`CCCCCC(=O)Nc1cccc(C2=NOC3(C2)C[C@@H](C(N)=O)N(C(=O)CC(c2ccccc2)c2ccccc2)C3)c1` (some centres not stated) gave TRPV1 agonist -8, KCNH2 3.1 block -3, AT treatment 0%, ASM inhibitor -12%, Integrin act MD -30%, hERG WT inh -2, GALK inh -2%, MBNL1 CUG block 2%, FBPA coupling cs 4 and MLL CXXC-DNA inh -4%.
COC(=O)c1cc(C(=O)c2ccc(C(C)(C)C)cc2)c[nH]1 was read as TRPV1 agonist inconclusive, KCNH2 3.1 block -3, AT treatment 0%, ASM inhibitor -2%, Integrin act MD 0%, hERG WT inh -4, GALK inh -1%, MBNL1 CUG block -1%, FBPA coupling cs -1 and MLL CXXC-DNA inh -1%.
Screening CC1=NN(c2ccccc2)C(=O)/C1=C\C=C1/N(C)c2ccccc2C1(C)C returned TRPV1 agonist -6, KCNH2 3.1 block -1, AT treatment -2%, ASM inhibitor inconclusive, Integrin act MD -31%[inhibitor], hERG WT inh 3, GALK inh 0%, MBNL1 CUG block inconclusive, FBPA coupling cs -3 and MLL CXXC-DNA inh 42%[activator].
For COc1ccc(S(=O)(=O)NCCOc2ccccc2)cc1C the results were TRPV1 agonist -7, KCNH2 3.1 block 8, AT treatment -3%, ASM inhibitor 2%, Integrin act MD -29%, hERG WT inh 6, GALK inh 6%, MBNL1 CUG block -23%, FBPA coupling cs -8 and MLL CXXC-DNA inh 4%.
For COc1ccc(C(=O)Nc2ccc(NC(=O)c3ccccn3)cn2)cc1 the results were TRPV1 agonist 1, KCNH2 3.1 block -8, AT treatment -4%, ASM inhibitor 0%, Integrin act MD -4%, hERG WT inh -2, GALK inh 16%, MBNL1 CUG block 6%, FBPA coupling cs 0 and MLL CXXC-DNA inh -8%.
Cc1nnc(NC(=O)c2csc3c2CCCC3)s1 was read as TRPV1 agonist -1, AT treatment -2%, GALK inh 4%, MBNL1 CUG block -3%, FBPA coupling cs 2 and MLL CXXC-DNA inh 4%.
COc1cc(C(=O)NNC(=O)CN2C(=O)NC(C)(c3ccc(C)cc3)C2=O)cc(OC)c1OC (configuration not stated) was read as TRPV1 agonist 0, KCNH2 3.1 block -22, AT treatment -4%, ASM inhibitor 2%, Integrin act MD 22% and hERG WT inh 23.

Source: PubChem BioAssay
